# TMEM16A inh: blocks the mouse calcium-activated chloride channel TMEM16A. 310,000 tested, 1.2% active. HEK293 TMEM16A/YFP iodide influx fluorescence, ionomycin. normalized B-score (activity score, 25-100; higher = stronger inhibition) at 10 µM. Q8BHY3;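 active = ratio plate-corrected score three or more library SD toward inhibition, starting fluorescence score within five deviations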;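 also: score derived from kinetic fluorescence span divided by baseline fluorescence per well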
# RGS4 act: RGS4 potentiation or activation | 310,000 tested, 0.92% active | B-score at 10 µM | HEK293 M3R/inducible RGS4, carbachol calcium flux Fluo4; hits give low values;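 active = B-score of the integrated calcium signal more than 4 SD below the library mean, with starting fluorescence not abnormally high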;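 also: negative B-score means reduced calcium response which marks RGS4 activation or potentiation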
#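 Reagent: ECmax carbachol challenge; Test system: M3R-expressing HEK293 line, RGS4 induced by doxycycline; Schedule: overnight RGS4 induction, 30 min dye load 37 °C, 20 min compound RT; Detection: calcium dye Fluo4 fluorescence; Read-out: Agonist-evoked peak-minus-minimum fluorescence over baseline, integrated ratio, B score.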
# ANO1 activ: mouse TMEM16A channel activation, primary screen; Q8BHY3; HEK293 TMEM16A/YFP-H148Q/I152L, iodide quench fluorescence; hits give low values; B-score at 10 µM; 340,000 tested, 0.3% active;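 active = fluorescence-ratio B-score plate-corrected deviation score at least 3 library SD below zero, with starting fluorescence score within 5 deviations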;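 also: channel opened by trigger with iodide after compound preincubation; score built on the fluorescence ratio of max minus min over baseline; more negative score means more quench and so TMEM16A activation or potentiation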
# KCNQ1 block: human KCNQ1 channel inhibition; P51787; CHO-K1 KCNQ1, FluxOR thallium flux fluorescence; hits give high values; B-score at 10 µM; 310,000 tested, 1.3% active; AID 2642;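 active = compounds whose thallium flux B-score, printed positive for inhibition, exceeds three library SD while starting fluorescence stays within three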;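 also: channel opened by potassium depolarization with thallium stimulus after 20 min compound exposure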
# KCNK9 inh: human KCNK9 channel inhibition; Q9NPC2; AID 488922; B-score at 10 µM; 310,000 tested, 1.2% active; HEK293 KCNK9, FluxOR thallium flux fluorescence; hits give low values;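 active = ratio B-score over 3 SD below the library mean, with starting fluorescence within 5 SD of its mean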;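 also: negative B-score means less thallium flux so channel inhibition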
# hERG protect: hERG (human) protection from proarrhythmic block; 310,000 tested, 0.51% active; CHO-hERG, FluxOR thallium flux, dofetilide IC70 present; AID 1511; Q12809; activation (rescue from dofetilide block), less the hit threshold, % at 10 µM;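 active = activation above the mean of controls blocked by dofetilide plus 5 SD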;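 also: thallium influx through hERG after potassium depolarization seen as dye fluorescence rise; in these data hits start at about 4.7%; inactives centre near -7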
# RGS4 inh: human RGS4 inhibition. P49798. HEK293 M3R/RGS4 inducible, Fluo-4 calcium flux; hits give high values; triggered by carbachol at its EC20. B-score at 10 µM. 310,000 tested, 0.45% active;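 active = B-score, a plate-corrected calcium signal, over three deviations above library mean, with baseline fluorescence within five deviations of library mean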;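 also: RGS4 expression induced by doxycycline in cells with stable M3 receptor; B-score is computed from the integrated fluorescence ratio over baseline after carbachol; higher B-score means a larger calcium signal and so more RGS4 inhibition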
# Target sequence (P49798 whole entry, looked up): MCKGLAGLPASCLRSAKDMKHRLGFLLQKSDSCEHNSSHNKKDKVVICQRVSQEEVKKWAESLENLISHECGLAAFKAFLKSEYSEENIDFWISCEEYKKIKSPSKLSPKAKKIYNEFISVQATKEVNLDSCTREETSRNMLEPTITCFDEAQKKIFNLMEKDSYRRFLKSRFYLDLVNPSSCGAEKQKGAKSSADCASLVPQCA
# MrgX1 agonist: activates human MrgX1 receptor signaling; MrgX1-HEK293 cells, Fluo-4 calcium fluorescence, agonist mode; hits give high values; 310,000 tested, 0.44% active; B-score at 10 µM; Q96LB2;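 active = calcium response B-score plate-corrected fluorescence ratio at least 3 library SD, with starting fluorescence B-score inside 5 SD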
# Target sequence (Q96LB2 whole entry, looked up): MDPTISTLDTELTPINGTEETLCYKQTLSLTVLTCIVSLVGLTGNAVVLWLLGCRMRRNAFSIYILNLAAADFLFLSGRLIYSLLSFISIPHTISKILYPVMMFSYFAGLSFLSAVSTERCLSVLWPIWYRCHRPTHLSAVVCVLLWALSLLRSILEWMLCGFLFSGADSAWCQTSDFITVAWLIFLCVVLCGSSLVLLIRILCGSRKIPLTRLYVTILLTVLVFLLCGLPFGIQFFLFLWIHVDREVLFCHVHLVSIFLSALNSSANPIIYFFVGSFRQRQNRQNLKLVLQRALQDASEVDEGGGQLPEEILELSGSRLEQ
#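 Material: MrgX1-expressing HEK293 cells; input: 15,000 cells per well; doses: test compound given as first of three sequential additions; schedule: overnight plating before 1 h dye loading; technique: Fluo-4 NW calcium-flux fluorescence, kinetic read; evaluation: baseline-normalised fluorescence change ratio, B-scored; control set: plate-wise positive and negative controls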
# KCNQ1 pot: potentiates or activates the human KCNQ1 potassium channel; P51787; CHO-K1 KCNQ1, thallium flux FluxOR fluorescence; hits give high values; B-score at 10 µM; 310,000 tested, 0.35% active; AID 2648;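 active = fluorescence ratio B-score, a plate-corrected score, at least three library SD, with initial intensity B-score within 5 SD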
#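 assay system = CHO-K1 cells stably expressing KCNQ1 | medium = assay buffer, equal DMSO in all wells | timing = 37 °C overnight plating, 90-min dark dye load, 20-min compound pretreatment | measured by = kinetic FluxOR thallium fluorescence, 10-s 1-Hz baseline, 110-s post-stimulus read | measure = fluorescence change relative to baseline, converted to B score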
# MrgX1 PAM: allosterically activates human MrgX1 receptor signaling; MrgX1-HEK293, Fluo-4 calcium flux, FDSS; hits give high values; B-score at 10 µM; 310,000 tested, 0.63% active;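 active = plate-corrected calcium response at least 3 library SD above typical, normal starting fluorescence, not activating the receptor alone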;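 also: compound read alongside a low EC10 to EC30 dose of BAM8-22 agonist; peak minus trough fluorescence over baseline measured at the second addition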
# KCNK3 inh: human KCNK3 channel inhibition, primary screen | B-score at 10 µM | AID 602410 | CHO-KCNK3 thallium flux, FluxOR fluorescence; hits give low values | O14649 | 340,000 tested, 0.84% active;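 active = B-score under library mean minus 4 SD, starting fluorescence ratio at most library mean plus 5 SD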;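 also: more negative B-score means stronger inhibition of thallium flux through KCNK3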
# Target sequence (O14649 whole entry, looked up): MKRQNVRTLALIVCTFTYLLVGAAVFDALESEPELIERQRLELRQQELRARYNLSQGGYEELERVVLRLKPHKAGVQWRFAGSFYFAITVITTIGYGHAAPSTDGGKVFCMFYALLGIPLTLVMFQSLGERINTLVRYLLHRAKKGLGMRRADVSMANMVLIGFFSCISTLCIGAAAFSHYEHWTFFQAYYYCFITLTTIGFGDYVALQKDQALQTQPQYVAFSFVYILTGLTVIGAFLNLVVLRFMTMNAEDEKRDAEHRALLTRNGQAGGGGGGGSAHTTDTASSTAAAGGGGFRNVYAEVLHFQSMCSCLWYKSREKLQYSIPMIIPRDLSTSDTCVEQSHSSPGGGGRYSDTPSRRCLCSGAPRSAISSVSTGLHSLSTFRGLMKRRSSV
# * = called active by the depositor; i = inactive; · = no result given.
SMILES,TMEM16A inh,RGS4 act,ANO1 activ,KCNQ1 block,KCNK9 inh,hERG protect,RGS4 inh,MrgX1 agonist,KCNQ1 pot,MrgX1 PAM,KCNK3 inh
CC(OC(=O)Cc1n[nH]c(=O)c2ccccc12)C(=O)Nc1ccccc1[N+](=O)[O-] (centres undefined),i,i,i,i,i,-15.0,i,i,i,i,i
CCSc1nsc(NC(=O)Nc2ccccc2OC)n1,i,i,i,i,i,-1.4,i,i,i,i,i
Cc1nc2cc(NC(=O)Nc3cccc4ccccc34)ccc2n1C,i,i,i,i,i,-4.5,i,i,i,i,i
O=C(C[n+]1ccc2ccccc2c1)Nc1cc(C(F)(F)F)ccc1Cl,i,i,i,i,i,-9.3,i,i,i,i,i
CC(C)=CC(=O)Nc1ccc(S(=O)(=O)Nc2ccccn2)cc1,i,i,i,i,i,-13.4,i,i,i,i,i
CC(C)CNC(=O)COC(=O)CCC(=O)c1ccc(Cl)cc1,i,i,i,i,i,-9.6,i,i,i,i,i
NS(=O)(=O)c1cccc(NC(=O)Cn2cnc3ccccc3c2=O)c1,i,i,i,i,i,-2.2,i,i,i,i,i
Cc1ccc(-n2nnnc2CS(=O)(=O)c2ccccc2)c(C)c1,i,i,i,i,i,-4.8,i,i,i,i,i
COc1cc(Cl)c(S(=O)(=O)N2CCN(Cc3ccc4c(c3)OCO4)CC2)cc1Cl,i,i,i,i,i,-5.8,i,i,i,i,-11.5*
O=C(OCC#CCSc1nnc(-c2ccccc2)o1)c1cc2ccccc2o1,i,i,i,i,i,-1.1,i,i,i,i,i
Cc1ccccc1NC(=O)CC1S/C(=N/c2nccs2)N(C)C1=O (centres undefined),i,i,i,i,i,0.5,i,i,i,i,i
Cc1ccc(C)c(NC(=S)NCC(c2cccnc2)N2CCOCC2)c1 (centres undefined),i,i,i,i,i,-4.0,i,i,i,i,i
Cc1sc(C(=O)Nc2ccc3ccccc3c2)cc1CC(=O)O,i,i,i,i,i,-2.6,i,i,i,i,i
CN1CCN(CCC(=O)Nc2ccc(C3CCCC3)cc2)CC1,i,i,i,i,i,-2.0,i,i,i,i,i
CN(Cc1ccco1)S(=O)(=O)c1csc(C(N)=O)c1,i,i,i,i,i,-2.8,i,i,i,i,i
CCOc1nc(-c2ccc(OC)cc2)ccc1-c1noc(-c2cc(OC)c(OC)c(OC)c2)n1,i,i,i,i,i,-9.1,i,i,i,i,i
Cc1cccc(NC(=O)Cn2cnc3ccccc3c2=O)c1C,i,i,i,i,i,-4.8,i,i,i,i,i
CCN(c1ccc(OC)cc1)S(=O)(=O)c1nnc(NC(=O)c2ccco2)s1,i,i,i,i,i,-3.4,i,i,i,i,i
COc1ccc(Nc2nc(Cl)nc(NCCO)n2)cc1,i,i,i,i,i,-5.1,i,i,i,i,i
OCCn1c(CSc2nnc(-c3ccco3)n2-c2ccccc2)nc2ccc(Cl)cc21,i,i,i,i,i,-10.0,i,i,i,i,i
CCn1nc(C)c(CN2CCC(n3nccc3NC(=O)c3ccc4c(c3)OCO4)CC2)c1C,i,i,i,i,i,-7.2,i,i,i,i,i
Cc1cc(S(=O)(=O)NCCN(C)C)c(C)s1,i,i,i,i,i,-17.9,i,i,i,i,i
Cc1ccc(S(=O)(=O)Nc2ccccc2CNC2CCCCC2)cc1,i,i,i,i,i,-14.2,i,i,i,i,i
Cc1ccc(-c2c[nH]c(=S)n2-c2ccccc2F)cc1,i,i,i,i,i,-7.3,i,i,i,i,i
Cc1ccc(-c2cc(C(=O)Nc3sc4c(c3C(=O)NCc3ccco3)CCC4)[nH]n2)c(O)c1,i,i,i,i,i,-6.8,i,i,i,i,i
O=C(c1ccccc1Sc1ccc([N+](=O)[O-])cc1)N1CCCCC1,i,i,i,i,i,-5.7,i,i,i,i,i
CCOC(=O)N1CCC(NC(=O)c2ccc3c(c2)N=C(CC)c2ccccc2S3)CC1,i,i,i,i,i,-13.7,i,i,i,i,i
CC(c1ccco1)N(C(=O)c1ccccc1NS(=O)(=O)c1cccc([N+](=O)[O-])c1)c1ccccn1 (centres undefined),i,i,i,7*,i,-18.0,i,i,i,i,i
C#CCOCCOCCOCCNc1nc(N2CCN(C(=O)[C@H]([C@@H](C)CC)n3cc([C@@H](N)CC(C)C)nn3)CC2)nc(N2CCN(C(=O)[C@H](Cc3cc4ccccc4[nH]3)n3cc([C@@H](N)C(C)CC)nn3)CC2)n1 (some centres undefined),·,i,·,i,i,1.5,i,·,i,·,·
Cc1cc(=O)[nH]c(SCc2ccc(Cl)cc2)n1,i,i,i,i,i,1.4,i,i,i,i,i
CCCCc1nc(SCC(=O)Nc2nnc(C(C)C)s2)n[nH]1,i,i,i,i,i,-8.5,i,i,i,i,i
CC(C)(Oc1ccc(Cl)cc1)C(=O)NCCCn1ccnc1,i,i,i,i,i,-11.1,i,i,i,i,i
C=C(C)CNC(=S)Nc1sc2c(c1C(=O)OCC)CC(C)(C)OC2,i,i,i,i,i,-1.5,i,i,i,i,i
S=C(NCc1cccnc1)Nc1ccc(Cl)cc1,i,i,i,i,i,-6.3,i,i,i,i,i
CC1CC(C)CN(CC(=O)c2cccs2)C1 (centres undefined),i,i,i,i,i,-13.4,i,i,i,i,i
Cc1cc(NO)nc(-c2ccc(Br)cc2)n1,i,i,i,i,i,-8.6,i,i,i,i,i
O=C(O)c1ccc(NS(=O)(=O)c2cccc(S(=O)(=O)c3ccc(Cl)c(Cl)c3)c2)cc1,i,i,i,i,i,-0.4,i,i,i,i,i
COc1cc2cc(C(=O)N3CCN(c4ccccc4OC)CC3)[nH]c2cc1OC,i,i,i,i,i,-5.8,i,i,i,i,i
C=CCNC(=O)c1cccc(Br)c1,i,i,i,i,i,-7.5,i,i,i,i,i
CC(CCc1ccccc1)NC(=O)c1ccc(NC(=O)c2cccc(Br)c2)cc1 (centres undefined),i,i,i,i,-7.43*,-1.5,i,i,i,i,i
O=C1CNC(=O)/C(=C/c2ccco2)N1,i,i,i,i,i,-7.7,i,i,i,i,i
CCOc1ccc(/C=C/c2[nH]c(=O)[nH]c(=O)c2[N+](=O)[O-])cc1,i,i,i,i,i,-5.5,i,i,i,i,i
CC1CC(C)(C)N(C(=O)CN2C(=O)c3ccccc3C2=O)c2ccccc21 (centres undefined),i,i,-6.21*,i,i,-1.2,i,i,i,i,i
N=c1ccn(Cc2ccc(Cl)cc2Cl)cc1,i,·,i,·,·,·,·,i,·,i,i
O=C(COc1ccc(S(=O)(=O)N2CCCC2)cc1Cl)Nc1ccc2c(c1)OCO2,i,i,i,i,i,-9.3,i,i,i,i,i
O=C(CC1CCCCC1)N1CCC(c2nc(-c3ccc(S(=O)(=O)N4CCCC4)cc3)no2)CC1,i,i,i,i,i,-5.0,i,i,i,i,i
Cc1nc(-c2ccc(S(=O)(=O)NCc3cccnc3)s2)cs1,i,i,i,i,i,-9.0,i,i,i,i,i
COc1ccc(C)c(-n2c(=O)n(Cc3ccccc3)c(=O)c3[nH]cnc32)c1,i,i,i,i,i,-7.8,i,i,i,i,i
O=C(N/N=C/C=C/c1ccco1)c1cnccn1,i,i,i,i,i,-10.3,i,i,i,i,i
COc1ccc(CC(=O)Nc2nc(-c3ccc(OC)c(OC)c3)cs2)cc1OC,25*,i,i,i,i,-14.6,i,i,i,i,i
# Next structures
SMILES,TMEM16A inh,RGS4 act,ANO1 activ,KCNQ1 block,KCNK9 inh,hERG protect,RGS4 inh,MrgX1 agonist,KCNQ1 pot,MrgX1 PAM,KCNK3 inh
Cc1cccc(-c2n[nH]c(=S)n2Cc2ccccc2)c1,i,-8*,i,i,i,-10.0,i,i,i,i,i
CC(=O)c1ccc(NC(=O)CCC(=O)OCC(F)(F)C(F)F)cc1,i,i,i,i,i,-8.3,i,i,i,i,i
Cc1ccc2nc(-c3ccncc3)[nH]c2c1,i,i,i,i,i,-4.6,i,i,i,i,i
O=c1[nH]c(-c2cccnc2)nc2sc(-c3ccccc3)cc12,i,i,i,i,i,6.9*,i,i,i,i,i
CC(=O)N=c1c(C#N)cc2c(=O)n3ccccc3nc2n1CCCOC(C)C,i,i,i,i,i,-7.1,i,i,i,i,i
COc1ccc(CCNC(=O)CN(CCc2ccccc2)S(C)(=O)=O)cc1OC,i,i,i,i,i,-5.8,i,i,i,i,i
COc1ccc(OC)c(CNC(=O)C2CCCN(S(=O)(=O)N3CCC(C)CC3)C2)c1 (centres undefined),i,i,i,i,i,-6.9,i,i,i,i,i
Cc1cc(N2CCCC2=O)ccc1S(=O)(=O)NC1CCCCC1,i,i,i,i,i,-4.4,i,i,i,i,i
O=C(NCc1cc(C(F)(F)F)cc(C(F)(F)F)c1)C1CC(c2ccccc2F)=NO1 (centres undefined),i,i,i,i,i,0.1,i,i,i,i,i
NC(=O)CSc1nc2c(c(=O)n1-c1ccccc1)C1(CCCCC1)Cc1ccccc1-2,i,i,i,i,i,-3.1,i,i,i,i,i
COC(=O)c1c(NC(=O)CSc2nc3ccccc3c(=O)n2-c2ccccc2)sc(C)c1C,i,i,i,i,i,-4.8,i,i,i,i,i
COC(=O)Cc1c(C)c2cc(Cl)c(OC(=O)c3ccco3)cc2oc1=O,i,i,i,i,i,-5.5,i,i,i,i,i
CC(C)C(C(=O)NCc1ccco1)N(CC1CCCO1)C(=O)CNS(=O)(=O)c1ccccc1 (centres undefined),i,i,i,i,i,1.8,i,i,i,i,i
Cc1cc(S(=O)(=O)Nc2ccc(C(=O)N3CC(C)OC(C)C3)cc2)ccc1F (centres undefined),i,i,i,i,i,-8.7,i,i,i,i,i
CCCn1c(=N)c(S(=O)(=O)c2ccc(F)cc2)cc2c(=O)n3cccc(C)c3nc21,i,i,i,i,i,-9.6,i,i,i,i,i
O=C(c1ccc(Cl)cc1)C1CCCN(Cc2cnn(-c3ccccc3)c2)C1 (centres undefined),100*,i,i,i,i,-14.8,i,i,i,i,i
COc1ccc(-c2noc(CN(C(=O)c3cccs3)C(C)C)n2)cc1,100*,i,i,i,i,-13.6,i,i,i,i,i
O=c1cc(-c2ccc(F)cc2)[nH][nH]1,i,i,i,i,i,-1.6,i,i,i,i,i
CCC(C(=O)OCC(=O)NC1CCS(=O)(=O)C1)c1ccccc1 (centres undefined),i,i,i,i,i,-7.2,i,i,i,i,i
